High-throughput results deposited in PubChem BioAssay by several laboratories.
Autophagy HCS: autophagy modulation, high-content screen; MEF GFP-LC3 puncta imaging; test concentration mostly 10 µM; AID 463193; 0.98% of 190,000 active; calls only at 10 µM (by protocol);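 active = percentage of spot-positive cells more than 3 SD above its plate mean, without a fluorescence outlier flag or 80% toxicity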;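 note: spot-positive cell cutoff set from DMSO-treated cells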
b-catenin transl: beta-catenin nuclear translocation modulation; HeLa beta-catenin nuclear translocation, immunofluorescence imaging; nuclear translocation activity, % at 5 µM; 0.3% of 190,000 active;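 active = nuclear translocation activity above 50% at 5 µM, with a well cell count of 50 or more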;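 note: per-cell ratio of nuclear to cytoplasmic median beta-catenin stain intensity; plate controls were DMSO negative control for no effect and GSK-3 inhibitor IX positive control for full effect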
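assay system = human HeLa cells, endogenous beta-catenin | times = compound treatment 24 h, 37°C, 5% CO2 | detection = Anti-beta-catenin immunofluorescence on PFA-fixed, Triton-permeabilized cells, DAPI nuclei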
PhoP inhibition: PhoP-dependent GFP reporter repression – Salmonella Typhimurium, primary screen (AID 1863). inhibition, % at 50 µM; hits with a dose series show IC50 in µM. 0.16% of 300,000 active. S. Typhimurium PhoP-regulated promoter GFP reporter, 4 h; higher % means a stronger effect;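 active = inhibition over 29.93%, a cutoff 3 SD above the screen mean, later confirmed by dose response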;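 note: 0% = low Mg2+ inducing control and 100% = high Mg2+ repressing control; strong numbers were not always called active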
MT stabilize HCS: microtubule stabilizers in HeLa cells. HeLa tubulin immunostaining HCS, 24 h; share of cells brighter than vehicle mean+2SD. % tubulin-high responders, % at 10 µM. 0.83% of 200,000 active;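 active = plate Z-score above 3 for both tubulin-high and condensed-nucleus cell shares, with cell loss under 80%, at 10 µM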;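 note: anti alpha tubulin signal scored within the nucleus-defined area of each cell; some results filed as inactive read as strong as hits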
Dynein transport: dynein cargo transport inhibition; z-score, hits read low; 3617.4 mouse cells, GR-EGFP nuclear translocation imaging; test concentration mostly 20 µM; stimulated with dexamethasone, 1 µM; hits give low values; 0.47% of 220,000 active;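 active = plate z-score of nuclear minus cytoplasmic receptor signal below a set negative limit, without overly bright fluorescence or cell loss, cut at about -3.5 in these data, passing the limit was not always enough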;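 note: z-score of nuclear minus cytoplasmic ring GR-EGFP intensity difference per well; some compounds called inactive have numbers as strong as hits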
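medium = tetracycline-free induction medium containing charcoal-stripped FBS | probe or stimulus = dexamethasone, 1.0 µM final | timing = 48 h induction, then 1 h compound, then 30 min agonist, 37 °C | detection = automated 10x imaging of fixed Hoechst-stained cells | read-out basis = nuclear versus cytoplasmic GR-EGFP signal, averaged per well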
T cell HTS: modulates CD8 T cell binding to vesicles; 2C CD8+ T cell-vesicle binding, flow cytometry; hits give low values; calls only at 7 µM; 0.068% of 330,000 active;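 active = response, share of CD8 T cells binding vesicles, and their 90th percentile fluorescence all below set limits, cut at about 80% in these data, passing the limit was not always enough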
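Test system: purified 2C TCR transgenic mouse naive CD8+ T cells. Probe or stimulus: QL9-peptide-loaded Drosophila micro-vesicles bearing Ld, ICAM-1 and B7-1. Incubation: binding step 1.5 h, 37 °C, antibody labelling 20 min, ice. Measured by: flow cytometry of vesicle-bound cells.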
Hep lipid drop: modulators of hepatic lipid droplet formation | AML12 mouse hepatocytes, oleate lipid droplets, BODIPY imaging | 0.4% of 240,000 active | AID 1656 | inhibition, % at 6.5 µM;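 active = lipid droplet intensity inhibited by at least 50%, with more than 500 cells counted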
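Test system: AML12 mouse liver cells; schedule: overnight exposure; technique: high-content imaging of BODIPY-stained droplets and DAPI nuclei; read-out: % inhibition of corrected integrated BODIPY droplet signal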
CSM14.1 death rescue: protection against thapsigargin-triggered cell killing – 384-well, CSM14.1, ATP luminescence, primary screen (AID 1222); CSM14.1 thapsigargin-induced death rescue, ATP luminescence; higher % means a stronger effect; cellular ATP content (survival), % at 20 µM, or EC50 in µM where a hit was titrated; 190,000 tested, under 10 active;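 active = EC50 below 50 µM in the dose-response confirmation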;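 note: death triggered by thapsigargin at about 15 µM added after 2 h compound pretreatment; cell ATP read after overnight thapsigargin exposure of roughly 18 to 22 hours; normalized against plate controls of thapsigargin alone and 5% DMSO vehicle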
Insulin prom up: MIN6 insulin promoter up-regulation. MIN6 insulin promoter-GFP reporter, high-content imaging; hits give high values. 0.3% of 190,000 active. z-score at 5 µM;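 active = z-score above 3 at 5 µM with at least 500 cells counted in the well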
Dynein transport cytoplasmic EGFP: also measured in Dynein transport; calls as there; z-score; measured here: cytoplasmic GR-EGFP intensity; hits give high values
Dynein transport nuclear GR-EGFP: also measured in Dynein transport; calls as there; z-score; measured here: nuclear GR-EGFP intensity;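 lower value marks the stronger effect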
Dynein transport cell count: also measured in Dynein transport; calls as there; z-score; measured here: cell count per field
Insulin prom up cell count: second read-out of Insulin prom up, no call of its own (marks repeat the call); cell count; measured here: cytotoxicity, nuclei count;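 total cells summed across four imaged fields per well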
Hep lipid drop cells 6.5 µM: further read-out of Hep lipid drop, marked with its call; cell count; measured here: cell count, cytotoxicity flag;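 cells counted across two imaged fields per well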
b-catenin transl cell count 5 µM: also measured in b-catenin transl; calls as there; cell count; measured here: cell count, cytotoxicity flag
T cell HTS vesicle-bound %: second read-out of T cell HTS, no call of its own (marks repeat the call); double positive events, %; measured here: CD8+ vesicle-bound cell fraction;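 binding gate set so that unloaded-vesicle control wells show 10% double positive cells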
MT stabilize HCS Hoechst-high %: recorded beside MT stabilize HCS, whose call it bears; % Hoechst-high responders; measured here: nuclear condensation Hoechst responders;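 share of cells brighter than vehicle mean plus two SD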
MT stabilize HCS cytotoxicity %: recorded beside MT stabilize HCS, whose call it bears; toxicity, %; measured here: cytotoxicity by cell density;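 0% = mean cell density of plate MIN control wells and 100% = no cells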
Autophagy HCS cell loss 18 h: further read-out of Autophagy HCS, marked with its call; toxicity, %; measured here: cell loss, nuclei count;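 cell loss after 18 h compound exposure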
* hit, by the source's call; i = inactive; x = no result given; + = active, no number.

SMILES	Autophagy HCS	Autophagy HCS cell loss 18 h	b-catenin transl	b-catenin transl cell count 5 µM	PhoP inhibition	MT stabilize HCS	MT stabilize HCS Hoechst-high %	MT stabilize HCS cytotoxicity %	Dynein transport	Dynein transport cytoplasmic EGFP	Dynein transport nuclear GR-EGFP	Dynein transport cell count	T cell HTS	T cell HTS vesicle-bound %	Hep lipid drop	Hep lipid drop cells 6.5 µM	CSM14.1 death rescue	Insulin prom up	Insulin prom up cell count
COc1ccc(NC(C)=O)cc1NC(=O)CSc1nnc(-c2ccccn2)n1C	i	-5	-2.0	1145	22%	7.0	4.0	4.6	0.64	-0.3	0.3	-0.46	i	54	-18	776	-1.7%	-0.44	1202
O=C(NCc1ccc(Cl)cc1)c1cc(=O)nc2sc(-c3ccccc3)nn12	i	-15	x	x	-14%	0.7	1.2	10	0.19	0.3	0.53	-0.19	i	49	13	734	-0.7%	0.37	905
Cc1ccc(-c2nc(CS(=O)CC(=O)NCc3ccccc3)c(C)o2)cc1 (stereo unspecified)	i	3	x	x	-1%	5.8	3.0	4.7	0.55	-0.092	0.57	-0.85	i	33	x	x	-0.5%	-0.12	854
O=C(CCN1C(=O)COc2ccccc21)NCc1ccco1	i	4	x	x	8%	1.3	2.9	14	-0.2	-0.24	0.11	0.94	i	37	15	779	-2.1%	-0.14	1224
NNC(=O)c1cccc(COCC(F)(F)C(F)F)c1	x	x	0.9	1312	13%	x	x	x	0.15	-0.27	-0.34	0.23	i	53	-5	722	x	-1.4	1031
COc1ccc(/C=N/NC(=O)CSCc2ccc([N+](=O)[O-])cc2)cc1OC	i	-2	0.6	1100	5%	2.2	2.3	10.0	0.15	-0.25	0.2	-0.028	i	8	-18	660	-1.3%	-0.61	1481
CC(C)CCNC(=O)CCCC1=NS(=O)(=O)c2ccccc2N1	i	7	0.8	553	3%	3.5	1.8	9.7	-0.13	-0.27	0.45	0.47	i	29	11	766	0.6%	0.47	1345
CC1CCCC(NS(=O)(=O)c2ccc3c(c2)OCCO3)C1C (stereo unspecified)	i	38	-4.2	829	0%	2.1	1.6	7.3	-0.58	-0.14	-0.18	0.34	i	32	x	x	-2.2%	-0.72	1024
O=C(CCS(=O)(=O)Cc1ccccc1)N1CCN(c2ccc([N+](=O)[O-])cc2)CC1	i	4	-5.6	1067	6%	7.1	1.0	10	0.047	-0.25	-0.12	0.11	i	46	2	704	-0.1%	0.39	1700
CCOC(=O)CCSc1nc(C)cc(C(F)(F)F)c1C#N	+	-1.8*	-0.2	1066	18%	3.6	2.6	8.8	-9	17	-0.69	1.4	i	23	-1	727	-0.1%	2.3	1341
COC(=O)c1ccc(-n2c(C)nc(=O)c(-c3ccccc3)c2C)cc1	i	6	0.6	823	5%	1.7	1.8	9.1	-0.29	-0.13	0.092	0.59	i	10	x	x	-0.9%	0.66	1472
O=C(O)CCc1ccc(-c2cccs2)n1NC(=O)c1ccc(Cl)cc1	i	-6	1.5	1115	6%	1.3	1.1	9.7	-1.4	0.043	-0.5	1.5	i	32	-11	765	-1.5%	-0.39	1387
O=C(Nc1nnc(-c2ccncc2)o1)c1ccc(Br)s1	i	11	0.4	1135	1%	2.3	1.6	0.6	1.4	-0.12	1.1	-0.9	i	28	-3	722	-0.5%	0.64	1093
O=C(NCc1ccc2c(c1)OCO2)C1COc2ccccc2O1 (stereo unspecified)	i	-5	-0.8	1117	-4%	2.0	0.9	2.1	0.81	-0.18	0.36	0.67	i	48	16	741	0.4%	0.2	1309
COc1ccccc1N1CCN(C(c2cc3ccc(C)cc3[nH]c2=O)c2nnnn2C2CCCC2)CC1 (stereo unspecified)	i	1	-5.1	750	7%	3.3	1.1	4.1	-0.8	-0.13	-0.043	0.099	i	36	x	x	3.0%	0.15	1217
COc1cc(/C=N/NC(=O)C(=O)N2CCCC2)ccc1O	i	11	-1.2	1088	0%	2.5	1.7	7.9	-0.33	-0.22	-0.32	0.014	i	40	2	654	0.5%	0.21	1907
O=C1N(Nc2ccccc2)C(c2ccc(Br)cc2)C12CCCC2 (stereo unspecified)	i	3	-2.9	894	-15%	2.5	1.2	7.6	-0.49	-0.12	-0.38	0.066	i	35	x	x	-0.3%	-0.88	1485
Cc1ccccc1NC(=O)CN1C(=O)NC2(CCCCC2)C1=O	i	0	x	x	6%	1.2	2.0	8.7	0.049	0.056	0.25	0.034	i	42	0	742	1.8%	0	924
COc1ccc(S(=O)(=O)Nc2ccc3c(c2)n(C)c(=O)n3C)cc1	i	-18	-1.6	1083	-5%	2.3	1.6	0.4	-1.5	-0.2	-0.7	1.2	i	16	5	714	0.0%	-0.8	1542
CC(C)C(=O)N1CCC(c2nc(-c3ccc(S(=O)(=O)N4CCCC4)cc3)no2)CC1	i	28	0.3	1324	-8%	1.0	1.6	8.2	-0.57	-0.23	-0.69	0.56	i	33	x	x	-0.3%	0.17	1314
NC(=O)c1sc2nc3c(c(-c4cccnc4)c2c1N)CCC3	i	2	7.5	462	-6%	3.7	1.5	3.4	-0.044	-0.26	-0.41	0.39	i	19	5	687	-1.3%	x	x
CCN(CC)Cc1c(O)c(Cl)cc2c(C)c(C)c(=O)oc12	i	-4	x	x	2%	3.1	1.8	5.4	1.3	-0.26	0.69	-0.78	i	20	12	788	0.3%	x	x
CCOC(=O)N1CCC(n2c(SCC(=O)N3CCC(C)CC3)nc3ccccc3c2=O)CC1	i	-7	-1.9	1441	0%	3.6	2.1	6.3	-1.2	0.0059	-1.1	0.39	i	32	x	x	-0.4%	-0.49	1263
O=C(N/N=C/c1cccs1)c1cc(-c2cccc3ccccc23)n[nH]1	i	-5	120*	188*	14%	20	19	57	-0.84	0.69	0.13	-0.082	i	58	2	666	-2.4%	-0.41	1121
CCOC(=O)N1CCC(=NNS(=O)(=O)c2cccc([N+](=O)[O-])c2)CC1	i	-8	-5.6	1151	-1%	2.5	1.2	9.8	-0.19	-0.22	0.28	0.48	i	46	-2	754	-1.7%	1.5	920
C=CCOC(=O)C(C#N)c1nc2ccccc2nc1N1CCN(c2ccccc2OCC)CC1 (stereo unspecified)	i	1	2.0	1076	3%	0.9	3.3	9.5	-0.49	-0.15	-0.35	-0.18	i	47	12	618	-0.5%	-1.2	1312
O=C(O)c1[nH]c2ccccc2c1CC(=O)N1CCN(c2ccccc2)CC1	i	15	-1.0	1094	5%	6.3	1.1	3.5	-0.3	0.94	-0.28	0.4	i	55	10	696	-2.4%	-0.18	1160
Cc1c(NC(=O)c2c(F)c(F)c(F)c(F)c2F)c(=O)n(-c2ccccc2)n1C	i	-8	-3.1	1150	8%	2.4	1.5	4.0	-0.13	-0.22	-0.05	0.65	i	53	0	750	-4.9%	-1.3	1233
Cc1ccc(S(=O)(=O)NNC(=S)Nc2c(Cl)cccc2Cl)cc1	x	x	5.1	994	-8%	x	x	x	-0.047	-0.28	-0.26	1.3	i	11	1	652	x	-0.54	1345
COc1ccc(/C=N/NC(=O)c2c(C)nc3ccccn23)cc1[N+](=O)[O-]	x	x	7.5	934	1%	x	x	x	0.39	-0.08	0.24	-0.38	i	29	1	760	x	-0.02	1314
N/C(CSc1nc(-c2ccccc2)c(-c2ccccc2)o1)=N\O	i	3	-3.5	958	-5%	3.9	1.6	9.0	0.046	0.15	0.0025	-0.58	i	57	x	x	0.3%	-0.22	1044
Cc1ccc(C(=O)N2CCN(C(=O)CN3CCOCC3)C2)cc1	i	-7	-2.1	1146	-4%	1.8	2.1	4.3	0.43	-0.17	0.64	-0.32	i	45	4	743	-3.2%	-0.02	841
COc1ccc(NC(=O)CSc2nnc(Cc3cccs3)n2-c2ccc(C)cc2)cc1	i	23	-4.9	1194	-7%	2.4	1.4	3.1	2.6	0.1	2.2	-2.1	i	6	-6	772	3.7%	0.14	928
COc1ccc(CN(CC2CCCO2)C(=O)c2cc3sccc3n2C)c(OC)c1 (stereo unspecified)	i	17	-0.8	1519	4%	3.3	1.6	4.1	1.2	-0.38	0.0094	0.77	i	37	-40	618	7.7%	2.4	1332

Part of the list above in a different format:
structure | Autophagy HCS | Autophagy HCS cell loss 18 h | b-catenin transl | b-catenin transl cell count 5 µM | PhoP inhibition | MT stabilize HCS | MT stabilize HCS Hoechst-high % | MT stabilize HCS cytotoxicity % | Dynein transport | Dynein transport cytoplasmic EGFP | Dynein transport nuclear GR-EGFP | Dynein transport cell count | T cell HTS | T cell HTS vesicle-bound % | Hep lipid drop | Hep lipid drop cells 6.5 µM | CSM14.1 death rescue | Insulin prom up | Insulin prom up cell count
COc1ccc(/C=N/NC(=O)c2c(C)nc3ccccn23)cc1[N+](=O)[O-] | x | x | 7.5 | 934 | 1% | x | x | x | 0.39 | -0.08 | 0.24 | -0.38 | i | 29 | 1 | 760 | x | -0.02 | 1314
N/C(CSc1nc(-c2ccccc2)c(-c2ccccc2)o1)=N\O | i | 3 | -3.5 | 958 | -5% | 3.9 | 1.6 | 9.0 | 0.046 | 0.15 | 0.0025 | -0.58 | i | 57 | x | x | 0.3% | -0.22 | 1044
